M1 PAM: human M1 muscarinic receptor positive allosteric modulators, primary screen, CHO-K1 cells, Fluo-8 calcium fluorescence, 1536-well. CHO-K1 hM1, ACh EC20; 0% = ACh EC20, 100% = maximal ACh. activation, % at 3 µM. Muscarinic acetylcholine receptor M1 (Homo sapiens), P11229. hit rate 0.088% among 360,000; in the data active = activation above about 19%, passing the limit was not always enough
Target sequence (P11229 whole entry, looked up): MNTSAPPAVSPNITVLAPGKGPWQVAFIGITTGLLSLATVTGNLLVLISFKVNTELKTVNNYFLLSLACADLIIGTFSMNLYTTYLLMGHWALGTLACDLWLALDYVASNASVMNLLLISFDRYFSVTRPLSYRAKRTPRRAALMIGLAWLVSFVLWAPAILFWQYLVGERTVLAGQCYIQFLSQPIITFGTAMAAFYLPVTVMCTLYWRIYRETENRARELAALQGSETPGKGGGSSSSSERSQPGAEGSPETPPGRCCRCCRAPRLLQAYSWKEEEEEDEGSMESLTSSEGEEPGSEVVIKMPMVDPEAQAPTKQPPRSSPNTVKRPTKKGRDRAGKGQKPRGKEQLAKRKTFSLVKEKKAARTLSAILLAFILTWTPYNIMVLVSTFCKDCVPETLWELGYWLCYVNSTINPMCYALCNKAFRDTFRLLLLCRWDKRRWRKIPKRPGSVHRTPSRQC
CHRM4 antagonist: human M4 muscarinic receptor antagonists, primary screen, CHO cells, Fluo-8 calcium fluorescence | Muscarinic acetylcholine receptor M4 (Homo sapiens), P08173 | CHO-hM4 cells, ACh EC80 | inhibition, % at 3 µM | hit rate 0.73% among 360,000 | AID 624125, 2012;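 active = inhibition above its plate's cutoff, the mean inhibition of sample wells plus 3 SD, cut at about 27% in these data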;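 also: 0% = acetylcholine EC80 with DMSO and 100% = DMSO without agonist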
Target sequence (P08173 whole entry, looked up): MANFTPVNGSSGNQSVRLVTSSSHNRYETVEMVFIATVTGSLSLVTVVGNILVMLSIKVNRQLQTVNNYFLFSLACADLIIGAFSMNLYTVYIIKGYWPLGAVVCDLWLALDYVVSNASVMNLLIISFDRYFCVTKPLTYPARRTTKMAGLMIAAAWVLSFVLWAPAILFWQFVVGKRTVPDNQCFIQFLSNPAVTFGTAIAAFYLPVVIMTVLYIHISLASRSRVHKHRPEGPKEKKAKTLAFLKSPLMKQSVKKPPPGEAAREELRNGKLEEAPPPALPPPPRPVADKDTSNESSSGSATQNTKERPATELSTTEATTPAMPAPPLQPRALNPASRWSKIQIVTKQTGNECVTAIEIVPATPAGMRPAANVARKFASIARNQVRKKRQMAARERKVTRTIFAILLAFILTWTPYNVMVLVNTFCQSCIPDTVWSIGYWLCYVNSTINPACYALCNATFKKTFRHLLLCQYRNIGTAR
CHRM5 antagonist: human M5 muscarinic receptor antagonists, primary screen, CHO cells, Fluo-8 calcium fluorescence. AID 624040, 2012. hit rate 0.59% among 360,000. CHO-hM5 cells, ACh EC80. Muscarinic acetylcholine receptor M5 (Homo sapiens), P08912. inhibition, % at 3 µM;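 active = inhibition above a per-plate cutoff, the mean of that plate's test compounds plus 3 SD, cut at about 27% in these data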;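 also: 0% = acetylcholine EC80 with DMSO and 100% = DMSO without agonist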
M1 antag: human M1 muscarinic receptor antagonists, primary screen, CHO-K1 cells, Fluo-8 calcium fluorescence, 1536-well; Muscarinic acetylcholine receptor M1 (Homo sapiens), P11229; CHO-K1 hM1, ACh EC80 antagonist; inhibition, % at 3 µM; hit rate 1.3% among 360,000;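 active = percent inhibition above its own plate's cutoff, namely the mean of that plate's compound wells plus 3 SD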;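 also: peak over basal fluorescence ratio during 140 s after agonist addition; 0% = ACh EC80 plus DMSO and 100% = DMSO alone without agonist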
M4 ag: human M4 muscarinic receptor agonists, primary screen, CHO-K1 cells, Fluo-8 calcium fluorescence; hit rate 0.14% among 360,000; AID 624127, 2012; CHO-K1 hM4/Gqi5; vehicle 0%, full acetylcholine response 100%; activation, % at 3 µM;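 active = activation above the run mean over all test wells plus 3 SD, cut at about 32% in these data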;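 also: peak over basal fluorescence ratio per well then scaled between controls; 0% = DMSO wells and 100% = acetylcholine at EC100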
CHRM5 agonist: human M5 muscarinic receptor agonists, primary screen, CHO-K1 cells, Fluo-8 calcium fluorescence | Muscarinic acetylcholine receptor M5 (Homo sapiens), P08912 | CHO-K1 hM5 cells; 0% DMSO wells, 100% maximal acetylcholine response | activation, % at 3 µM | hit rate 0.19% among 360,000;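 active = activation above the run's mean over test compounds plus 3 SD, cut at about 23% in these data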;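 also: signal is peak over basal fluorescence ratio across the kinetic read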
CRFR2-BP ag: agonists of CRF-BP/CRF-R2 complex, primary screen, cell-based, HEK293, calcium dye fluorescence, uHTS; activation, % at 13.2 µM; hit rate 0.46% among 350,000; CRF-binding protein / CRF receptor 2 complex (human); calcium dye fluorescence (FLIPR); percent of saturating CRF peptide response; AID 588473, 2011;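 active = activation of at least 50%, plus an integration ratio under a set limit after plate pattern correction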;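 also: plate controls were neutral control wells without compound for no effect and CRF at EC100 for full effect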
M5 PAM: human M5 muscarinic receptor positive allosteric modulators, primary screen, CHO-K1 cells, Fluo-8 calcium fluorescence; Muscarinic acetylcholine receptor M5 (Homo sapiens), P08912; CHO-K1 hM5, ACh EC20 PAM; 0% = ACh EC20, 100% = ACh EC100; activation, % at 3 µM; hit rate 0.3% among 360,000;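 active = activation above the run cutoff, the mean activation of all test compounds plus 3 SD, cut at about 18% in these data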
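System: CHO-K1 hM5 cells. Reagent: acetylcholine, EC20 level. Compound dosing: single dose, 3 µM nominal final test concentration. Timing: Post-acetylcholine fluorescence recording 140 s. Detection: Fluo-8 calcium fluorescence. Read-out: % activation, ACh-normalized. Benchmarks: ACh EC20 and EC100 wells. Repeats: singlicate, one well per test compound.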
M4 PAM: human M4 muscarinic receptor positive allosteric modulators, primary screen, CHO-K1 cells, Fluo-8 calcium fluorescence. activation, % at 3 µM. hit rate 0.4% among 360,000. Muscarinic acetylcholine receptor M4 (Homo sapiens), P08173. AID 624126, 2012. CHO-K1 hM4/Gqi5, ACh EC20; 0% = ACh EC20, 100% = maximal ACh;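 active = activation above its plate's cutoff, the mean activation of sample wells plus 3 SD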; also: some results filed as inactive read as strong as hits
An asterisk follows results filed as active.

For O=C1CCC(=O)N1c1ccc(-c2nc3ccccc3s2)cc1 the results were M1 PAM 10, CHRM4 antagonist 1, CHRM5 antagonist 1, M1 antag -1, M4 ag 1, CHRM5 agonist -4, CRFR2-BP ag 3.9, M5 PAM 2 and M4 PAM -1.
For COc1ccc([N+](=O)[O-])cc1N(CC(O)CN1CCCCC1)S(=O)(=O)c1ccccc1 (centres undefined) the results were M1 PAM 14, CHRM4 antagonist -6, CHRM5 antagonist 7, M1 antag 2, M4 ag 0, CHRM5 agonist -1, CRFR2-BP ag 1.2, M5 PAM -2 and M4 PAM 2.
CC(C)n1c(-c2cccs2)nc2ccccc21 was read as M1 PAM 1, CHRM4 antagonist 12, CHRM5 antagonist 1, M1 antag 4, M4 ag -1, CHRM5 agonist -6, CRFR2-BP ag -6.7, M5 PAM 2 and M4 PAM -3.
`Cc1ccc(S(=O)(=O)N2CCN(C(=O)C3=COCCO3)CC2)cc1C` gave M1 PAM 7, CHRM4 antagonist 5, CHRM5 antagonist 2, M1 antag -17, M4 ag 1, CHRM5 agonist -5, CRFR2-BP ag -1.4, M5 PAM 4 and M4 PAM 5.
`O=C(O)CCC(=O)Nc1ccc(C(=O)OCC(=O)c2ccc(Cl)cc2)cc1` gave M1 PAM 9, CHRM4 antagonist -1, CHRM5 antagonist 2, M1 antag -6, M4 ag 0, CHRM5 agonist -1, CRFR2-BP ag -0.4, M5 PAM -8 and M4 PAM 3.
Screening O=C(Cn1nnc(-c2ccccc2NC(=O)c2ccco2)n1)Nc1ccccc1 returned M1 PAM 10, CHRM4 antagonist 2, CHRM5 antagonist -4, M1 antag -8, M4 ag 2, CHRM5 agonist 0, CRFR2-BP ag 0.1, M5 PAM 3 and M4 PAM 11.
CCCNC(=O)c1ccc(N2CCC3(CC2)CC(c2cccc(Br)c2)=NO3)c(NC(=O)c2cccc(C)c2)c1 was read as M1 PAM 8, CHRM4 antagonist 4, CHRM5 antagonist 8, M1 antag -5, M4 ag 1, CHRM5 agonist 0, CRFR2-BP ag 2.8, M5 PAM 1 and M4 PAM 6.
Screening Cc1cc(-c2ccc(C)c(S(=O)(=O)NCCc3ccco3)c2)on1 returned M1 PAM 9, CHRM4 antagonist -3, CHRM5 antagonist 9, M1 antag -19, M4 ag 3, CHRM5 agonist -5, CRFR2-BP ag 0.1, M5 PAM 0 and M4 PAM 1.
`CCOC(=O)CCCNC(=O)CSc1nnc(-c2ccccc2)c(-c2ccccc2)n1` gave M1 PAM 15, CHRM4 antagonist -9, CHRM5 antagonist 2, M1 antag -16, M4 ag 1, CHRM5 agonist -3, CRFR2-BP ag -2.0, M5 PAM 1 and M4 PAM 10.
Screening Cc1cc(C)c2[nH]c(O)c(N=Nc3ccc(C(=O)O)cc3)c2c1 returned M1 PAM 1, CHRM4 antagonist 2, CHRM5 antagonist 3, M1 antag 8, M4 ag 2, CHRM5 agonist -2, CRFR2-BP ag -0.2, M5 PAM 0 and M4 PAM -3.
Screening COc1ccccc1-c1cccc(-c2nc(C(=O)Nc3nccs3)cc3c2[C@H](CCO)N(C(C)=O)C3)c1 returned CHRM4 antagonist 21, CHRM5 antagonist 5, M4 ag 22, CHRM5 agonist 5, M5 PAM -19 and M4 PAM -11.
CCN(CC)C(=O)C1=C(C)N(CCCOC)C(=O)C(CC(=O)NCCN2CCOCC2)C1 (centres undefined) was read as M1 PAM 3, CHRM4 antagonist 2, CHRM5 antagonist -2, M1 antag -4, M4 ag 0, CHRM5 agonist 0, CRFR2-BP ag 0.4, M5 PAM 4 and M4 PAM -5.
For N#Cc1cc(N)ccc1-n1cccc1 the results were M1 PAM 2, CHRM4 antagonist -4, CHRM5 antagonist 8, M1 antag -3, M4 ag 0, CHRM5 agonist 1, CRFR2-BP ag -2.1, M5 PAM 4 and M4 PAM -7.
Screening Cc1ccc(NC(=O)c2ccc3c(c2)S(=O)(=O)c2ccccc2C3=O)cc1S(=O)(=O)N1CCOCC1 returned M1 PAM 13, CHRM4 antagonist 10, CHRM5 antagonist 8, M1 antag -12, M4 ag 1, CHRM5 agonist 3, CRFR2-BP ag 0.3, M5 PAM 0 and M4 PAM -7.
For O=C(O)c1csc(Cc2ccccc2)n1 the results were M1 PAM 15, CHRM4 antagonist 6, CHRM5 antagonist 4, M1 antag -17, M4 ag 1, CHRM5 agonist -2, CRFR2-BP ag -0.2, M5 PAM -7 and M4 PAM -5.

Next section; the last 5 above are carried over.
Screening COc1ccccc1-c1cccc(-c2nc(C(=O)Nc3nccs3)cc3c2[C@H](CCO)N(C(C)=O)C3)c1 returned CHRM4 antagonist 21, CHRM5 antagonist 5, M4 ag 22, CHRM5 agonist 5, M5 PAM -19 and M4 PAM -11.
CCN(CC)C(=O)C1=C(C)N(CCCOC)C(=O)C(CC(=O)NCCN2CCOCC2)C1 (centres undefined) was read as M1 PAM 3, CHRM4 antagonist 2, CHRM5 antagonist -2, M1 antag -4, M4 ag 0, CHRM5 agonist 0, CRFR2-BP ag 0.4, M5 PAM 4 and M4 PAM -5.
For N#Cc1cc(N)ccc1-n1cccc1 the results were M1 PAM 2, CHRM4 antagonist -4, CHRM5 antagonist 8, M1 antag -3, M4 ag 0, CHRM5 agonist 1, CRFR2-BP ag -2.1, M5 PAM 4 and M4 PAM -7.
Screening Cc1ccc(NC(=O)c2ccc3c(c2)S(=O)(=O)c2ccccc2C3=O)cc1S(=O)(=O)N1CCOCC1 returned M1 PAM 13, CHRM4 antagonist 10, CHRM5 antagonist 8, M1 antag -12, M4 ag 1, CHRM5 agonist 3, CRFR2-BP ag 0.3, M5 PAM 0 and M4 PAM -7.
For O=C(O)c1csc(Cc2ccccc2)n1 the results were M1 PAM 15, CHRM4 antagonist 6, CHRM5 antagonist 4, M1 antag -17, M4 ag 1, CHRM5 agonist -2, CRFR2-BP ag -0.2, M5 PAM -7 and M4 PAM -5.
CC(=O)Nc1ccc(CN2C(=O)C(CCc3ccccc3)ON=C2c2cnccn2)cc1 (centres undefined) was read as M1 PAM -11, CHRM4 antagonist -6, CHRM5 antagonist 13, M1 antag 14, M4 ag 26, CHRM5 agonist 8, M5 PAM -17 and M4 PAM -8.
Screening C#Cc1ccc([C@H]2C=C(C(=O)N3CCN(Cc4ccccc4)CC3)O[C@@H](OCc3ccc(CO)cc3)C2)cc1 returned M1 PAM 2, CHRM4 antagonist 7, CHRM5 antagonist 0, M1 antag 2, M4 ag 2, CHRM5 agonist 2, CRFR2-BP ag -0.3, M5 PAM 0 and M4 PAM -1.
Screening Nc1c(Cl)c(Cl)nc(C(=O)OCC(=O)N2CCCC2=O)c1Cl returned M1 PAM 12, CHRM4 antagonist -2, CHRM5 antagonist 4, M1 antag -19, M4 ag 2, CHRM5 agonist 1, CRFR2-BP ag -0.9, M5 PAM 0 and M4 PAM 3.
For CC(=O)Nc1ccc(S(=O)(=O)Nc2c(NC3CCCCC3)c3ccccc3oc2=O)cc1 the results were M1 PAM -7, CHRM4 antagonist -4, CHRM5 antagonist -11, M1 antag 2, M4 ag 6, CHRM5 agonist -1, CRFR2-BP ag -0.2, M5 PAM 2 and M4 PAM -3.
Screening CC(Oc1nc2c(c(=O)n(C)c(=O)n2C)n1C)C1CCCCC1 (centres undefined) returned M1 PAM 1, CHRM4 antagonist -9, CHRM5 antagonist -2, M1 antag -9, M4 ag 4, CHRM5 agonist -5, CRFR2-BP ag -3.7, M5 PAM 6 and M4 PAM 3.
Screening CCOC(=O)C1=C(O)/C(=C/c2cn(CC(=O)NCC3CCCO3)c3ccccc23)SC1=Nc1ccc(C)cc1 (centres undefined) returned M1 PAM 5, CHRM4 antagonist 2, CHRM5 antagonist -5, M1 antag -8, M4 ag 0, CHRM5 agonist -2, CRFR2-BP ag 61*, M5 PAM 12 and M4 PAM 2.
For Cc1nc2ccccn2c1C(=O)N/N=C/c1ccccc1Cl the results were M1 PAM 7, CHRM4 antagonist -1, CHRM5 antagonist 12, M1 antag -9, M4 ag 4, CHRM5 agonist -1, CRFR2-BP ag 0.5, M5 PAM -8 and M4 PAM -1.
CC(NC(=O)CSc1nc(=O)cc(N)n1CCc1ccccc1)c1ccccc1 (centres undefined) was read as M1 PAM 0, CHRM4 antagonist 3, CHRM5 antagonist -10, M1 antag 2, M4 ag 0, CHRM5 agonist -1, CRFR2-BP ag -0.8, M5 PAM 7 and M4 PAM 22.
For Clc1cccc(OCc2nc(-c3ccncc3)no2)c1 the results were M1 PAM 4, CHRM4 antagonist -1, CHRM5 antagonist 4, M1 antag -4, M4 ag 2, CHRM5 agonist -2, CRFR2-BP ag -0.1, M5 PAM -3 and M4 PAM -7.
CC(=O)Nc1ccc(S(=O)(=O)NC(=O)C23CC4CC(CC(C4)C2)C3)cc1 was read as M1 PAM -7, CHRM4 antagonist -2, CHRM5 antagonist 4, M1 antag -2, M4 ag 1, CHRM5 agonist -3, CRFR2-BP ag 1.6, M5 PAM -3 and M4 PAM 5.
For CCC/C(=N\NC(=O)C1CCCC1)c1ccccc1 the results were M1 PAM 3, CHRM4 antagonist -7, CHRM5 antagonist 6, M1 antag -3, M4 ag 1, CHRM5 agonist -3, CRFR2-BP ag 2.0, M5 PAM -1 and M4 PAM 1.
For COc1ccc(/C=C/C(=O)Nc2ccc3nc4n(c(=O)c3c2)CCCC4)cc1 the results were M1 PAM 8, CHRM4 antagonist 3, CHRM5 antagonist 1, M1 antag -6, M4 ag 0, CHRM5 agonist -1, CRFR2-BP ag 0.6, M5 PAM -1 and M4 PAM 0.
`CCOC(=O)c1ccccc1N/C=C1\CCCC1=O` gave M1 PAM 13, CHRM4 antagonist 7, CHRM5 antagonist -8, M1 antag -3, M4 ag 0, CHRM5 agonist -1, CRFR2-BP ag -2.4, M5 PAM 4 and M4 PAM 17.
`Cc1ccc(C2=Nc3ccccc3SC(c3cccc([N+](=O)[O-])c3)C2)cc1` (centres undefined) gave M1 PAM 2, CHRM4 antagonist 6, CHRM5 antagonist 1, M1 antag 3, M4 ag 0, CHRM5 agonist 0, CRFR2-BP ag -2.8, M5 PAM 4 and M4 PAM 3.
Screening CC1(C)CC(=O)C=C(NCCCNC2CCCCC2)C1 returned M1 PAM -10, CHRM4 antagonist 0, CHRM5 antagonist 1, M1 antag 12, M4 ag 0, CHRM5 agonist -6, CRFR2-BP ag -0.6, M5 PAM 4 and M4 PAM 0.

Source: PubChem BioAssay (several laboratories)
